# HT1080 viability – cytotoxicity in HT1080 fibrosarcoma cells, cell-based, fluorescence readout (AID 620) | HT1080 viability, fluorescence; higher % means a stronger effect | 87,000 tested, 0.42% active | cytotoxicity, % at 10 µM, or EC50 in µM where a hit was titrated;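 further: cells exposed to compound overnight then 4 h with Alamar Blue; 0% = vehicle DMSO and 100% = killing control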
# HPDE-C7 viability – cytotoxicity in HPDE-C7 cells, cell-based, fluorescence, HTS (AID 430); HPDE-C7 pancreatic duct cells viability, fluorescence; higher % means a stronger effect; 63,000 tested, 1.8% active; one-dose cytotoxicity, % at 10 µM; EC50 in µM for titrated hits;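 further: cells exposed to compound for 48 hours before viability readout; 0% = vehicle and 100% = reference cytotoxic drug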
# LYP phosphatase – LYP phosphatase inhibitors, primary screen, biochemical, DiFMUP fluorescence, recombinant catalytic domain, 10 µM (AID 606); Tyrosine-protein phosphatase non-receptor type 22 (Homo sapiens); recombinant LYP catalytic domain, DiFMUP fluorescence; higher % means a stronger effect; inhibition, % at 10 µM, or IC50 in µM where a hit was titrated; 52,000 tested, under 10 active;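 active means IC50 under 40 µM in the dose-response test; inactive means IC50 of 40 µM or more, or never dose-tested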
# DPM-DC inhibit – S. pneumoniae DPM-DC inhibitors, primary screen, biochemical, PK/LDH-coupled NADH fluorescence; diphosphomevalonate decarboxylase (Streptococcus pneumoniae D39); purified DPM-DC; calls only at 10 µM; 65,000 tested, 0.49% active; AID 556, 2006;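 active means the 320 compounds with the highest percent inhibition in the single-dose primary screen, excluding strongly autofluorescent ones, cut at about 32% in these data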;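 further: kinetic rate of NADH fluorescence loss reporting ADP formed by the decarboxylase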
# MK inhibit – S. pneumoniae MK inhibitors, primary screen, biochemical, PK/LDH-coupled NADH absorbance; mevalonate kinase [Streptococcus pneumoniae D39]; purified MK, PK/LDH-coupled NADH absorbance 340 nm; inhibition, % at 10 µM; 65,000 tested, 0.48% active;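 active means ranked among the strongest by inhibition in the single 10 µM screen, a fixed top-ranked set picked for dose follow-up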; further: no value below 0 was filed
# HPDE-C7K KRASV12 – cytotoxicity in KRAS-transformed pancreatic duct cells, primary screen, cell-based, fluorescence, HTS (AID 431). HPDE-C7K KRASV12 cells, Alamar Blue viability, 48 h; higher % means a stronger effect. one-dose cytotoxicity, % at 10 µM; EC50 in µM for titrated hits. 63,000 tested, 1.7% active;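 active means compounds whose percent cytotoxicity in the single-dose primary screen, scaled between solvent and toxic-drug controls, exceeds 50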;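 further: 0% = DMSO solvent wells and 100% = doxorubicin-treated wells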
# Bfl-1 inhibitors – Bfl-1 inhibitors, primary screen, biochemical, fluorescence polarization, FITC-Bid, mouse (AID 432); FITC-Bid BH3 peptide fluorescence polarization displacement; higher % means a stronger effect; Bcl-2-related protein A1 (Mus musculus); 64,000 tested, 0.02% active; one-dose displacement, % at 20 µM; IC50 in µM for titrated hits; in the data active means a potency from the dose series; inactive means the rest, 99 in 100 with displacement below about 15%; further: strong numbers were not always called active
# PMK inhibit – S. pneumoniae PMK inhibitors, primary screen, biochemical, mevalonate pathway, pilot trial included; purified PMK, PK/LDH-coupled NADH absorbance 340 nm; 65,000 tested, 0.49% active; inhibition, % at 10 µM; AID 539, 2006; phosphomevalonate kinase (Streptococcus pneumoniae D39);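 active means top-ranked compounds by inhibition in the single 10 µM screen, taking a fixed number of the strongest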;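 further: 0% = full reaction with DMSO carrier and 100% = background rate without enzyme reaction; no value below 0 was filed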
# Alkaline phosphatase – human TNAP enzyme inhibitors, biochemical, luminescent (AID 518); Alkaline phosphatase, tissue-nonspecific isozyme (Homo sapiens); 64,000 tested, 0.09% active; inhibition, % at 20 µM; hits with a dose series show IC50 in µM; purified TNAP enzyme, luminescent substrate readout; higher % means a stronger effect; in the data active means a potency from the dose series; inactive means the rest, 99 in 100 with inhibition below about 22%;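 further: plate controls were vehicle for no effect and reference inhibitor for full effect; many of its hits are not listed in these tables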
# PMK inhibit pilot replicates – recorded beside PMK inhibit, whose call it bears; inhibition, %; measured here: pilot screen replicates
# MK inhibit pilot replicates – also measured in MK inhibit; calls as there; inhibition, %; measured here: pilot screen replicates
# DPM-DC inhibit pilot screen % – further read-out of DPM-DC inhibit, marked with its call; inhibition, %; measured here: pilot screen trials
# Numbers without * were called inactive; i = inactive; · = not tested or not shown. Unless noted, no stated cut-off is given here; in the data, active means cytotoxicity above about 50%; inactive means the rest.
SMILES,HT1080 viability,HPDE-C7 viability,LYP phosphatase,DPM-DC inhibit,MK inhibit,HPDE-C7K KRASV12,Bfl-1 inhibitors,PMK inhibit,Alkaline phosphatase,others
COCCn1nnnc1C(c1ccc(OC)c(OC)c1)N1CCc2ccccc21 (stereo not given),-11.4%,-10.7%,6.1%,i,14.0,-6.8%,-13.4%,15.0,15.6%,
O=C(C1CCCN(S(=O)(=O)c2cccs2)C1)N1CCC(N2CCCCC2)CC1 (stereo not given),7.1%,-12.8%,-11.3%,i,9.0,-4.6%,5.7%,5.0,6.1%,
CC(C)(C)N1C(=O)c2ccc(C(=O)O)cc2C1=O,2.6%,1.1%,4.7%,i,1.0,5.1%,-1.9%,9.0,12.0%,
Cc1ccc(NS(=O)(=O)c2cc(C(=O)N3CCOCC3)ccc2C)cc1C,1.2%,5.8%,1.3%,i,12.0,-4.4%,-3.9%,8.0,13.2%,
COc1ccc(CN(Cc2ccccn2)C(=O)CN2C(=O)COc3ccccc32)cc1,0.9%,0.2%,4.2%,i,0.0,-15.4%,-8.0%,9.0,-1.0%,
Cc1ccc(C)c(S(=O)(=O)C(C#N)c2nc3ccccc3nc2N2CCOCC2)c1 (stereo not given),7.4%,-12.9%,11.7%,i,7.0,-1.1%,4.6%,0.0,15.3%,
CC(=NCCCn1ccnc1)C1=C(O)c2ccccc2C1=O,-0.8%,4.9%,-5.0%,i,4.0,-3.7%,-0.9%,6.0,18.5%,
CC1(C)C(=O)OC(c2cc(Br)ccc2O)C(C)(C)C1=O (stereo not given),5.6%,-1.2%,3.6%,i,7.0,20.4%,2.4%,4.0,1.0%,
CCn1c(=O)c2cc(C(=O)N3CCOCC3)sc2c2ccccc21,0.7%,1.8%,-2.0%,·,6.0,12.0%,3.4%,3.0,8.6%,
COc1ccccc1C(c1nnnn1C1CCCC1)N1CCN2CCCC2C1 (stereo not given),-12.7%,-2.6%,3.6%,i,2.0,-6.9%,-6.7%,17.0,11.0%,
CCC(C)N=C1SCC(C)(/C=N/O)S1 (stereo not given),6.1%,-10.1%,-1.4%,i,10.0,-2.8%,5.6%,8.0,8.0%,PMK inhibit pilot replicates=1.5;MK inhibit pilot replicates=2.5;DPM-DC inhibit pilot screen %=2.0
CCOCCn1c(SCCc2ccccc2)nc2c1c(=O)[nH]c(=O)n2C,0.6%,-22.4%,·,i,8.0,-12.3%,-1.7%,5.0,4.3%,
CCC(=O)N1CCN=C1SCc1ccc(Cl)cc1,29.2%,-16.7%,-4.2%,i,8.0,-5.5%,9.3%,9.0,3.3%,PMK inhibit pilot replicates=2.0;MK inhibit pilot replicates=0.0;DPM-DC inhibit pilot screen %=0.0
O=C(CC1(O)C(=O)Nc2ccc(Br)cc21)c1ccc2c(c1)OCO2 (stereo not given),-50.2%,-46.8%,·,i,13.0,-61.2%,5.7%,3.0,10.0%,
O=C(NC1CCS(=O)(=O)C1)C12CC3CC(CC(C3)C1)C2 (stereo not given),36.1%,4.2%,0.7%,i,16.0,0.0%,-2.2%,9.0,10.7%,
COc1ccc(C2CC(=O)c3c([nH]c(C(=O)OC(C)C)c3C)C2)cc1OC (stereo not given),·,-7.1%,-0.4%,i,0.0,-16.2%,-16.0%,16.0,5.3%,
COc1ccc(-c2noc(-c3ccccc3C(=O)Nc3cccc(OC)c3)n2)cc1,-3.5%,6.1%,·,i,1.0,8.1%,-4.6%,14.0,10.1%,
O=C(NCC1COc2ccccc2O1)C1CCCN(S(=O)(=O)c2cccc3nsnc23)C1 (stereo not given),-6.7%,-13.7%,9.6%,i,10.0,-10.6%,-3.9%,8.0,11.2%,
CCN(CC)S(=O)(=O)c1ccc(C(=O)NC2=C(C(=O)OC)SCC2)cc1,·,2.5%,·,i,0.0,-0.5%,-5.1%,11.0,16.5%,
CCOCCCNC(=O)C1c2ccccc2C(=O)N2CCc3ccccc3C12 (stereo not given),0.3%,-6.2%,10.4%,i,9.0,-9.2%,-0.8%,15.0,4.1%,
CCOc1c(OC)cccc1C1CC(=O)Nc2cc3c(cc21)OCCO3 (stereo not given),-3.8%,13.7%,15.6%,i,5.0,8.9%,2.2%,3.0,13.9%,
O=C1CCCN1CN(C(=O)c1ccc2c(c1)OCO2)c1ccc(F)cc1,7.1%,-2.3%,8.3%,i,4.0,-0.2%,5.0%,5.0,0.9%,
COc1ccc(Cc2nnn(CC(=O)O)n2)cc1,11.9%,-13.2%,-11.1%,i,9.0,-6.4%,-0.5%,6.0,6.6%,
Cc1cc(C)n2nc(Cc3ccccc3)nc2n1,6.0%,0.2%,-3.7%,i,0.0,-10.1%,-1.8%,4.0,7.0%,
COC(=O)c1ccc2c(c1)NC(=O)C1CCCN21 (stereo not given),0.3%,6.6%,-3.7%,i,8.0,-3.4%,2.9%,2.0,12.1%,

# (continued)
SMILES,HT1080 viability,HPDE-C7 viability,LYP phosphatase,DPM-DC inhibit,MK inhibit,HPDE-C7K KRASV12,Bfl-1 inhibitors,PMK inhibit,Alkaline phosphatase,others
COc1ccc(-c2ccc(=O)n(CC(=O)N3CCN(c4ccccc4OC)CC3)n2)cc1,-2.3%,6.1%,-0.9%,i,4.0,1.1%,-0.2%,5.0,8.2%,
Cc1ccc(S(=O)(=O)N2c3ccc(S(N)(=O)=O)cc3CC2C)cc1 (stereo not given),5.1%,15.8%,3.0%,i,13.0,14.8%,4.2%,8.0,12.8%,
Cc1ccc(SCc2nc(-c3ccncc3)no2)cc1,-3.9%,2.5%,·,i,4.0,1.2%,-5.1%,4.0,5.9%,
CCCC(c1nnnn1C(C)(C)CC)N1CCN(C2CCCC2)CC1 (stereo not given),2.9%,-15.7%,·,i,10.0,-15.0%,-1.0%,16.0,4.3%,
c1ccc(-n2cnnc2SCc2cn3ccccc3n2)cc1,6.7%,·,4.1%,i,9.0,·,-3.7%,21.0,9.1%,
O=S(=O)(Cc1ccc(Cl)cc1)NCC1CCCO1 (stereo not given),1.0%,-11.1%,-11.2%,i,7.0,1.2%,-15.0%,0.0,2.9%,
O=C(CSc1nnc(Cc2cc(=O)[nH]c(=O)[nH]2)n1-c1ccc(F)cc1)NC1CCCC1,3.7%,-13.8%,·,i,7.0,2.0%,3.1%,10.0,9.8%,
Cn1c(=O)c2c(ncn2Cc2ccc(Cl)c(Cl)c2)n(C)c1=O,-2.0%,1.2%,0.5%,i,13.0,-0.9%,0.9%,13.0,5.6%,
O=C(NCc1ccc(F)cc1)c1ccc(CS(=O)(=O)Cc2ccccc2F)o1,-0.8%,-13.3%,·,i,12.0,-10.0%,0.9%,16.0,6.4%,
O=C(NCCSCc1ccco1)c1ccc(CN2CCOCC2)cc1,·,-16.5%,9.3%,i,4.0,-25.3%,3.7%,14.0,1.2%,
CCCn1c(SCC(=O)c2cc(OC)ccc2OC)nc2c1c(=O)n(C)c(=O)n2C,4.3%,-4.0%,9.9%,i,1.0,8.2%,0.8%,12.0,14.4%,
N#Cc1c(NC(=O)Cn2c(=O)oc3ccccc32)oc(-c2ccccc2)c1-c1ccccc1,-1.3%,72.0%*,·,i,3.0,52.0%*,-3.0%,0.0,8.4%,
Cc1c(Cl)cccc1NC(=O)CSc1nnc(CCNC(=O)OC(C)(C)C)o1,-11.9%,·,·,i,5.0,·,-3.1%,10.0,1.7%,
COc1ccc(-c2nnn(CC(=O)c3ccc4c(c3)OCCO4)n2)cc1OC,-4.2%,9.0%,9.2%,i,4.0,0.3%,-7.9%,4.0,13.2%,PMK inhibit pilot replicates=0.0;MK inhibit pilot replicates=0.5;DPM-DC inhibit pilot screen %=1.0
O=S(=O)(NC(=NC1CCCC1)C(F)(F)F)c1ccccc1,3.1%,-1.7%,·,i,0.0,2.9%,-4.5%,22.0,3.4%,
COc1ccc(OC)c(C2C(C(N)=O)=C(C)Nc3nc(CCCO)nn32)c1 (stereo not given),-2.5%,-5.5%,5.7%,i,0.0,1.8%,0.7%,4.0,2.7%,
CCOc1cc(C)c(S(=O)(=O)N2CCCC2)cc1C,2.4%,-12.4%,-1.9%,i,8.0,-5.0%,0.2%,1.0,0.9%,
CCC12CN3CC(CC)(CN(C1)C3c1c(O)ccc3ccccc13)C2=O (stereo not given),25.7%,8.5%,15.3%,i,0.0,12.2%,-3.8%,1.0,6.6%,
O=C(O)c1ccc2noc(-c3ccccc3)c2c1,0.6%,10.9%,40.8%,i,0.0,19.7%,-0.7%,18.0,15.5%,PMK inhibit pilot replicates=5.5;MK inhibit pilot replicates=1.0;DPM-DC inhibit pilot screen %=2.5
Cc1cc(C(=O)Nc2c(F)cc(F)cc2Br)no1,-0.9%,0.9%,6.6%,i,5.0,-17.4%,-3.2%,9.0,2.0%,PMK inhibit pilot replicates=1.5;MK inhibit pilot replicates=0.0;DPM-DC inhibit pilot screen %=4.5
S=c1nc(-c2ccccc2)n(CCCn2ccnc2)c2c1CCCC2,-4.5%,7.3%,-12.5%,i,6.0,3.6%,1.1%,4.0,14.5%,
CC(C)C(c1nnnn1C1CCCC1)N1CCc2ccccc21 (stereo not given),0.6%,-23.4%,-17.0%,i,0.0,-8.4%,-2.1%,23.0,12.2%,
N#Cc1cc2c(nc1SCC(=O)N1CCCCC1)CCCCC2,-5.5%,1.5%,3.3%,i,3.0,8.2%,-4.9%,0.0,8.1%,
N#Cc1nc(-c2ccco2)oc1NCc1ccc(F)cc1,17.4%,1.6%,·,i,11.0,10.2%,-2.4%,10.0,8.9%,
CCOC(=O)N1CCC(Nc2c(-c3ccc(C)c(C)c3)c(=O)c2=O)CC1,24.3%,-1.5%,-0.6%,i,10.0,8.9%,1.0%,20.0,6.7%,

# An excerpt from above in order of length of the SMILES, rising.
SMILES,HT1080 viability,HPDE-C7 viability,LYP phosphatase,DPM-DC inhibit,MK inhibit,HPDE-C7K KRASV12,Bfl-1 inhibitors,PMK inhibit,Alkaline phosphatase,others
Cc1ccc(SCc2nc(-c3ccncc3)no2)cc1,-3.9%,2.5%,·,i,4.0,1.2%,-5.1%,4.0,5.9%,
S=c1nc(-c2ccccc2)n(CCCn2ccnc2)c2c1CCCC2,-4.5%,7.3%,-12.5%,i,6.0,3.6%,1.1%,4.0,14.5%,
Cc1ccc(S(=O)(=O)N2c3ccc(S(N)(=O)=O)cc3CC2C)cc1 (stereo not given),5.1%,15.8%,3.0%,i,13.0,14.8%,4.2%,8.0,12.8%,
Cc1c(Cl)cccc1NC(=O)CSc1nnc(CCNC(=O)OC(C)(C)C)o1,-11.9%,·,·,i,5.0,·,-3.1%,10.0,1.7%,

# Screening results: PubChem, several laboratories
